Screens from PubChem BioAssay.
UHRF1 binding: UHRF1 methylated DNA binding inhibitors, primary screen, counter-screen for MBD2 inhibitor project, biochemical, TR-FRET, human UHRF1, single concentration. E3 ubiquitin-protein ligase UHRF1 (Homo sapiens), Q96T88. UHRF1 binding to methylated oligo. inhibition, % at 4.4 µM. actives 0.75% (n = 370,000). AID 687016, 2013; in the data active = inhibition above about 21%;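 also: UHRF1 SRA domain binding a hemimethylated CpG hairpin DNA probe; 0% = median of test compound wells and 100% = reference inhibitor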
HTRA1 inhibitor: HTRA1 serine protease inhibitors, primary screen, biochemical, fluorescence polarization, HTS; recombinant HTRA1, FP-rhodamine activity-based probe; inhibition, % at 5.96 µM; actives 0.5% (n = 340,000); AID 504803, 2011; in the data active = inhibition above about 36%;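 also: 0% = enzyme with DMSO and 100% = wells lacking enzyme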
Target sequence (Q92743 whole entry, looked up): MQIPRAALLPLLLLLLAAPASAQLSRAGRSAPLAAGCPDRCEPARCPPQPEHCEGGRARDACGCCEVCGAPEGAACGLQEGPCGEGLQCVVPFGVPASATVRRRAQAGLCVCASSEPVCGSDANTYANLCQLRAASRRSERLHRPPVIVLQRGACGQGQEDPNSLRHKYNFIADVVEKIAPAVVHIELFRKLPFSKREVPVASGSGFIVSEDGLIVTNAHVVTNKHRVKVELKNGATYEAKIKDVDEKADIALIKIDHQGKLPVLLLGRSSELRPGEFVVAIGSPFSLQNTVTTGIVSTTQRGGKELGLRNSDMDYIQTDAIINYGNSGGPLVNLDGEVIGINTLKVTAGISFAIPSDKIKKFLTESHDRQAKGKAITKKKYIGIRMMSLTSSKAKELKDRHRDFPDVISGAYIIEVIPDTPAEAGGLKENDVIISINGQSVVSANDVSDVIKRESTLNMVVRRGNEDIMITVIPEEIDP
GC-B act: human GC-B receptor activators, primary screen, HEK293 GC-B cells, cGMP TR-FRET, EC30 CNP. AID 1920062, 2024. activation, % at 10 µM. 0% at EC30 CNP, 100% saturating CNP. actives 0.11% (n = 370,000);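 active = activation at 10 µM reaching about 35% in either raw or pattern-adjusted values, limit read from the data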
SIAE primary: human SIAE inhibitors, primary screen, biochemical, fluorescence polarization, FP-Rh probe, 1536-well HTS. Sialate O-acetylesterase (Homo sapiens), Q9HAT2. SIAE FP-Rh probe binding. inhibition, % at 9.66 µM. actives 0.69% (n = 370,000);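 active = inhibition above a cutoff: mean of compounds within the control limits plus 3 SD of those, cut at about 17% in these data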;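 also: 0% = plate median of compound wells and 100% = probe without SIAE protein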
NPR1 activator: GC-A stimulated cGMP production enhancers – HEK293 GC-A cells, cGMP TR-FRET, EC30 ANP, primary screen; actives 0.14% (n = 370,000); activation, % at 10 µM; 0% at EC30 ANP, 100% saturating ANP; AID 1671463, 2021; in the data active = activation above about 40%
MBD2 inh: inhibitors of MBD2 binding to methylated DNA, primary screen, biochemical, TR-FRET, DNA-binding domain, human; Methyl-CpG-binding domain protein 2 (Homo sapiens), Q9UBB5; MBD2 binding to methylated oligonucleotide; inhibition, % at 4.4 µM; actives 0.31% (n = 370,000); AID 686964, 2013; in the data active = inhibition above about 13%
rCAG binder: binders of r(CAG) RNA repeats, primary screen, biochemical, fluorescence; AID 651821, 2012; inhibition, % at 3 µM; r(CAG) RNA repeat, TO-PRO-1 dye displacement fluorescence; actives 1.3% (n = 370,000);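 active = inhibition above the plate cutoff, the mean of all test compounds on that plate plus 3 SD, cut at about 35% in these data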;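 also: 0% = DMSO alone and 100% = 100 µM mitoxantrone as full dye displacement; higher means more dye released from RNA so lower well fluorescence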
mABHD4 FP: ABHD4 inhibitors, primary screen, biochemical, fluorescence polarization, mouse; purified mABHD4, FP-Rh probe fluorescence polarization; (Lyso)-N-acylphosphatidylethanolamine lipase (Mus musculus), Q8VD66; inhibition, % at 8.92 µM; actives 0.54% (n = 370,000);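 active = inhibition exceeding the mean over every tested compound plus 3 SD, cut at about 30% in these data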;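 also: 0% = plate median of compound wells and 100% = S159A mutant with DMSO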
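System: mouse ABHD4 enzyme, wild type / Medium: HEPES pH 7.0, NaCl, Pluronic buffer / Reagent: FP-Rh activity-based fluorescent probe / Control set: S159A mutant high control, sample median low control / Detection: fluorescence polarization with parallel and perpendicular emission, 525/598 nm / Schedule: 45 min + 60 min at 25 °C / Compound dosing: 8.92 µM, single dose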
TCR-CD3 inh: inhibitors of human TCR-CD3 interaction, primary screen, biochemical, fluorescence, TAMRA-labeled TCR probe; T-cell receptor (TCR); inhibition, % at 9.4 µM; actives 0.37% (n = 360,000); in the data active = inhibition above about 19%;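 also: recombinant mutant TCR 2C K166C tagged with TAMRA read by polarization; 0% = receptor in buffer alone and 100% = receptor with positive control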
PRMT1 inh: PRMT1 methyltransferase inhibitors, primary screen, biochemical, fluorescence polarization. actives 1.3% (n = 370,000). Protein arginine N-methyltransferase 1 (Homo sapiens), Q99873. recombinant PRMT1, activity-based probe fluorescence polarization. inhibition, % at 2.79 µM. AID 652257, 2013;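 active = inhibition above about 21% made by adding two undisclosed values, limit read from the data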
Target sequence (Q99873 whole entry, looked up): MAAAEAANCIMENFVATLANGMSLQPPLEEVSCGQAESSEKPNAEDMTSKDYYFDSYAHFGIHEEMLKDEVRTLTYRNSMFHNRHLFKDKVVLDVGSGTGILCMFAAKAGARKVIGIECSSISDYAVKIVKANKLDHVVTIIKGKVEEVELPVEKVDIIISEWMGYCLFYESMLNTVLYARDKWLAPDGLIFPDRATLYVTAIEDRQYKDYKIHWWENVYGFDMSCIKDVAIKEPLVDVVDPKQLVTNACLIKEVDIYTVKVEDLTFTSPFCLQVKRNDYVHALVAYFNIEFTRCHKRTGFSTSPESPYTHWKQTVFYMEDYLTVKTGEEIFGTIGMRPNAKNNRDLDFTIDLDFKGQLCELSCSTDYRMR
* = called active by the depositor; nt = no result given.

A first look:
Letters: A = UHRF1 binding; B = HTRA1 inhibitor; C = GC-B act; D = SIAE primary; E = NPR1 activator; F = MBD2 inh; G = rCAG binder; H = mABHD4 FP; I = TCR-CD3 inh; J = PRMT1 inh
(1) Cc1ccc(NC(=O)Cn2cnc3c(NCc4ccccc4)ncnc32)cc1C
  A: 0; B: 7; C: -3; D: -5; E: -2; F: -2; G: 1; H: 1; I: -9; J: -1
(2) Cc1ccc(NC(=S)N/N=C2\CC(C)(C)Oc3ccc(O)cc32)cc1
  A: 1; B: 8; C: -5; D: 17; E: 1; F: 0; G: 15; H: 8; I: -4; J: 8
(3) COc1ccc(N=C2SC(CC(=O)Nc3ccccc3F)C(=O)N2Cc2ccco2)cc1 (stereo not given)
  A: 1; B: -14; C: -9; D: -3; E: -3; F: 1; G: -1; H: -10; I: 1; J: 0
(4) CC(/C=N/NC(=O)c1cc(C(C)(C)C)[nH]n1)=C\c1ccccc1
  A: -1; B: -16; C: 3; D: 4; E: 4; F: -3; G: -6; H: 1; I: -2; J: 2
(5) CN(C)C(=O)c1ccc(NC(=O)c2cc(-c3ccco3)nc3ccccc23)cc1
  A: 10; B: 4; C: -2; D: 2; E: 1; F: -3; G: 16; H: 1; I: 16; J: 13
(6) Cc1ccc(-c2nc(CN(Cc3c(C)nn(C)c3C)C(C)C)c(C)o2)o1
  A: -2; B: -12; C: 4; D: -6; E: 3; F: -2; G: -3; H: 0; I: -2; J: 4
(7) COC(=O)CN1C(=S)N(c2ccc(Cl)cc2)C(=O)C1CC(=O)Nc1ccc(Cl)cc1 (stereo not given)
  A: -1; B: -35; C: -9; D: -18; E: 0; F: -2; G: 18; H: -88; I: 2; J: 1
(8) CCOC(=O)c1cnc(Nc2ccc(OCC)cc2)nc1C
  A: 6; B: 5; C: -11; D: 7; E: 1; F: 5; G: -6; H: 8; I: -3; J: 0
(9) Cc1ccc(-c2ccc(SCC(=O)Nc3cc(C)on3)nn2)cc1
  A: 1; B: -1; C: 2; D: -8; E: 5; F: 4; G: -1; H: -5; I: 3; J: -2

The whole of this part, from the start:
Letters: A = UHRF1 binding; B = HTRA1 inhibitor; C = GC-B act; D = SIAE primary; E = NPR1 activator; F = MBD2 inh; G = rCAG binder; H = mABHD4 FP; I = TCR-CD3 inh; J = PRMT1 inh
(1) Cc1ccc(NC(=O)Cn2cnc3c(NCc4ccccc4)ncnc32)cc1C
  A: 0; B: 7; C: -3; D: -5; E: -2; F: -2; G: 1; H: 1; I: -9; J: -1
(2) Cc1ccc(NC(=S)N/N=C2\CC(C)(C)Oc3ccc(O)cc32)cc1
  A: 1; B: 8; C: -5; D: 17; E: 1; F: 0; G: 15; H: 8; I: -4; J: 8
(3) COc1ccc(N=C2SC(CC(=O)Nc3ccccc3F)C(=O)N2Cc2ccco2)cc1 (stereo not given)
  A: 1; B: -14; C: -9; D: -3; E: -3; F: 1; G: -1; H: -10; I: 1; J: 0
(4) CC(/C=N/NC(=O)c1cc(C(C)(C)C)[nH]n1)=C\c1ccccc1
  A: -1; B: -16; C: 3; D: 4; E: 4; F: -3; G: -6; H: 1; I: -2; J: 2
(5) CN(C)C(=O)c1ccc(NC(=O)c2cc(-c3ccco3)nc3ccccc23)cc1
  A: 10; B: 4; C: -2; D: 2; E: 1; F: -3; G: 16; H: 1; I: 16; J: 13
(6) Cc1ccc(-c2nc(CN(Cc3c(C)nn(C)c3C)C(C)C)c(C)o2)o1
  A: -2; B: -12; C: 4; D: -6; E: 3; F: -2; G: -3; H: 0; I: -2; J: 4
(7) COC(=O)CN1C(=S)N(c2ccc(Cl)cc2)C(=O)C1CC(=O)Nc1ccc(Cl)cc1 (stereo not given)
  A: -1; B: -35; C: -9; D: -18; E: 0; F: -2; G: 18; H: -88; I: 2; J: 1
(8) CCOC(=O)c1cnc(Nc2ccc(OCC)cc2)nc1C
  A: 6; B: 5; C: -11; D: 7; E: 1; F: 5; G: -6; H: 8; I: -3; J: 0
(9) Cc1ccc(-c2ccc(SCC(=O)Nc3cc(C)on3)nn2)cc1
  A: 1; B: -1; C: 2; D: -8; E: 5; F: 4; G: -1; H: -5; I: 3; J: -2
(10) CNC(=O)c1c(NC(=O)CCS(=O)(=O)c2ccc(F)cc2)sc(C)c1C
  A: 0; B: 1; C: 6; D: 3; E: -1; F: -2; G: -1; H: -2; I: 4; J: -1

Next part.
Letters: A = UHRF1 binding; B = HTRA1 inhibitor; C = GC-B act; D = SIAE primary; E = NPR1 activator; F = MBD2 inh; G = rCAG binder; H = mABHD4 FP; I = TCR-CD3 inh; J = PRMT1 inh
(11) CCOC(=O)c1ccc(N2C(=O)CC(N3CCC(C(=O)OCC)CC3)C2=O)cc1 (stereo not given)
  A: 3; B: 3; C: -1; D: 1; E: 0; F: -1; G: -6; H: 2; I: 2; J: 53*
(12) Cc1ccc(C)c(S(=O)(=O)N2CCCOC2CNC(=O)C(=O)NC2CC2)c1 (stereo not given)
  A: 0; B: -1; C: 0; D: 0; E: 6; F: 5; G: -3; H: 2; I: 6; J: -1
(13) COC(=O)c1sc(NC(=O)C2CCCCC2C(=O)O)c(C(=O)OC)c1C (stereo not given)
  A: -1; B: -6; C: 2; D: -5; E: 3; F: -1; G: 39*; H: 1; I: -1; J: 1
(14) CCN(CC)c1nc2c(c(=O)n(C)c(=O)n2C)n1CC(=O)c1ccccc1
  A: 1; B: nt; C: 2; D: -4; E: -4; F: 3; G: -5; H: -1; I: 6; J: 0
(15) Cc1ccc(NC(=O)CSCc2nc3c(nnn3Cc3ccc(F)cc3)c(=O)[nH]2)c(C)c1
  A: -1; B: 8; C: 4; D: -2; E: 6; F: 2; G: 12; H: -3; I: 3; J: -4
(16) COc1ccc(CCN(C)C(=O)c2c(C)noc2C)cc1OC
  A: 0; B: 1; C: 3; D: 8; E: -2; F: -6; G: 1; H: -5; I: -1; J: 0
(17) CCN(CC)c1ccc(C2Nc3cccc4cccc(c34)N2)cc1
  A: 1; B: 21; C: -4; D: 11; E: 3; F: 8; G: 2; H: -9; I: -3; J: 6
(18) Cc1ccc(C(=O)N2CCN(c3ccc([N+](=O)[O-])cc3)CC2)o1
  A: -8; B: -8; C: -2; D: 3; E: -4; F: -2; G: 3; H: -2; I: 5; J: 0
(19) O=c1[nH][nH]c(-c2ccccc2)c1C=Nc1cccc(Cl)c1
  A: -5; B: -4; C: -6; D: 3; E: -12; F: 2; G: -3; H: 6; I: -8; J: -1
(20) O=C(CSc1nnc(SCc2cccc3ccccc23)s1)Nc1ccc(C(=O)O)cc1
  A: 19; B: -44; C: -2; D: -7; E: -2; F: 1; G: 67*; H: -61; I: 8; J: 0

(continued)
Letters: A = UHRF1 binding; B = HTRA1 inhibitor; C = GC-B act; D = SIAE primary; E = NPR1 activator; F = MBD2 inh; G = rCAG binder; H = mABHD4 FP; I = TCR-CD3 inh; J = PRMT1 inh
(21) COCCNC(=O)NC(=O)COC(=O)c1ccc2[nH]c3c(c2c1)CCCC3
  A: -1; B: 1; C: -5; D: 1; E: -7; F: -2; G: -1; H: 4; I: 3; J: -3
(22) COc1cccc(NC(=O)N2CCN(c3cccc(C)c3C)CC2)c1
  A: 2; B: -9; C: 2; D: -1; E: 0; F: 4; G: 0; H: -11; I: 1; J: 3
(23) O=c1ccc2ccccc2c2ccccc12
  A: 0; B: nt; C: 2; D: -8; E: -3; F: -2; G: 2; H: 3; I: 4; J: 5
(24) CCCC(=O)N1CCC(Cc2ccccc2)CC1
  A: -1; B: -12; C: 4; D: 2; E: -3; F: 1; G: -4; H: 5; I: -2; J: 6
(25) O=C1N/C(=N\N=C\c2cccnc2)SC1Cc1ccc(SC(F)F)cc1 (stereo not given)
  A: 2; B: -6; C: -1; D: -1; E: 0; F: 0; G: 4; H: -5; I: -5; J: 0

This is a subset. The share of hits here may be higher or lower than overall.
